# Source: PubChem (NMMLSC)
# RGS7-Gao reg – regulators of human RGS7-Galphao interaction | actives 0.35% (n = 220,000) | binding response (% of control), % at 10 µM | AID 1439 | Multiplexed bead flow cytometry, RGS7-Galphao binding; actives lie on both sides; in the data active = binding response below about 49% or above about 150%; inconclusive = no clear call, values can overlap the other calls; inactive = in between;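 also: fluorescent Galphao held in activated GDP-AlF4 state binding bead-coupled RGS7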
# Target sequence (P09471 whole entry, looked up): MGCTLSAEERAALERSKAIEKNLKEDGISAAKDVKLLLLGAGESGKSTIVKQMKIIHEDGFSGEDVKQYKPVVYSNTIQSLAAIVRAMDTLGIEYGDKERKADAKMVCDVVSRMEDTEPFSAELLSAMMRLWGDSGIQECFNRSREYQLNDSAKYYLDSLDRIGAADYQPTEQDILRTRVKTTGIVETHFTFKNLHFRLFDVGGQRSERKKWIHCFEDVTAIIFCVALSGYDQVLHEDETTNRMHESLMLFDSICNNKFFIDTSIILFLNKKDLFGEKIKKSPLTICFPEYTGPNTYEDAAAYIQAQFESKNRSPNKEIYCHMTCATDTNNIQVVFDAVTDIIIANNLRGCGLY
# ABCB1 inh – blocks JC-1 efflux by human ABCB1 transporter. CCRF-Adr cells, flow cytometry. inhibition, % at 6.6 µM. actives 0.067% (n = 190,000). AID 1326; in the data active = inhibition above about 40%;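 also: 0% = vehicle and 100% = reference inhibitor; higher value means more JC-1 retained so stronger ABCB1 efflux block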
# GSH bead fluor – GSH bead compound fluorescence profile | actives 0.25% (n = 190,000) | fluorescence (KMESF) at 10 µM | GSH beads flow cytometry, compound fluorescence 488/530 nm; hits give high values; in the data active = fluorescence above about 89;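 also: glutathione beads carrying GST-tagged Bcl family fusion proteins plus one bare bead set; values are compound well signal with DMSO vehicle wells as background; inactives centre near 16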
# Bfl-1 Bim block – disrupts Bim binding to human Bfl-1; Bead-based flow cytometry, Bim-Bfl-1 binding inhibition; actives 0.12% (n = 190,000); AID 1008; inhibition, % at 10 µM;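 also: 0% = wells without compound plus tracer and 100% = blocker peptide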
# ABCG2 block – inhibitors of human ABCG2 transporter, ABCB1 counter-screen | IgMXP3 cells, JC-1 efflux, flow cytometry | actives 0.1% (n = 190,000) | inhibition, % at 6.6 µM;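 active = inhibition above 80%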;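 also: 0% = DMSO and 100% = nicardipine control wells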
#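 Times: 10 min at 25 °C | Test system: Two drug-resistant human cell lines, ABCG2 and ABCB1 | Quantity: 3 million cells/mL final, two lines in 1:1 ratio | Signal: Flow cytometry, 530 nm JC-1 signal | Dosing: Compound at 6.6 µM | Controls: Nicardipine and DMSO wells | Reagent: JC-1 as fluorescent efflux pump substrate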
# Bim-Bcl-W – disrupts Bim peptide binding to human Bcl-W; bead-based flow cytometry; actives 0.02% (n = 190,000); inhibition, % at 10 µM; Q92843;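 also: 0% = bound tracer without compound and 100% = peptide blocker; higher means less fluorescent Bim peptide bound to Bcl-W beads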
# Target sequence (Q92843 whole entry, looked up): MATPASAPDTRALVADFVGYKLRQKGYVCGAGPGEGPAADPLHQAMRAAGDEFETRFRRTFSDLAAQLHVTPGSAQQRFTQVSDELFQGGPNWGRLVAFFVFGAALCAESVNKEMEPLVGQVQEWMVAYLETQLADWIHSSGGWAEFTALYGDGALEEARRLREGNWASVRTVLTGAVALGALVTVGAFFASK
# RGS8-Gao reg – regulators of human RGS8-Galphao interaction; P09471; multiplexed bead flow cytometry, RGS8-Galphao binding; actives lie on both sides; response (percent of control binding), % at 10 µM; actives 0.34% (n = 220,000); AID 1423; in the data active = response below about 60% or above about 140%; inactive = in between;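 also: Galphao activated as the GDP aluminium fluoride complex binding bead-coupled RGS8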
# Bim-Bcl-B – human Bim-Bcl-B interaction inhibition; actives 0.073% (n = 190,000); inhibition, % at 10 µM; Q9HD36; bead-based flow cytometry, Bim peptide-Bcl-B binding;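 also: 0% = tracer peptide without compound and 100% = reference inhibitor peptide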
# Target sequence (Q9HD36 whole entry, looked up): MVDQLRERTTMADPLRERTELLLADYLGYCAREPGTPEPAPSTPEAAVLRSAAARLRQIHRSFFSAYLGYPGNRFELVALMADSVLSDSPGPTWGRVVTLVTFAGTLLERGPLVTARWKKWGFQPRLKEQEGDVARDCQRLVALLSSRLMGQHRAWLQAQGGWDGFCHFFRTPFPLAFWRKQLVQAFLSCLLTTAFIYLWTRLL
# RGS4-Gao reg – human RGS4-Galphao interaction regulation. P09471. Multiplexed bead flow cytometry, RGS4-Galphao binding; actives lie on both sides. binding response (% of control), % at 10 µM. actives 0.33% (n = 220,000). AID 1415; in the data active = binding response below about 49% or above about 150%; inactive = in between;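 also: fluorescent Galphao activated with aluminum fluoride binding bead-coupled RGS4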
# Bim-Bcl-XL – disrupts Bim peptide binding to human Bcl-XL; bead flow cytometry, fluorescence; actives 0.04% (n = 190,000); AID 1007; inhibition, % at 10 µM; Q07817
# Target sequence (Q07817 whole entry, looked up): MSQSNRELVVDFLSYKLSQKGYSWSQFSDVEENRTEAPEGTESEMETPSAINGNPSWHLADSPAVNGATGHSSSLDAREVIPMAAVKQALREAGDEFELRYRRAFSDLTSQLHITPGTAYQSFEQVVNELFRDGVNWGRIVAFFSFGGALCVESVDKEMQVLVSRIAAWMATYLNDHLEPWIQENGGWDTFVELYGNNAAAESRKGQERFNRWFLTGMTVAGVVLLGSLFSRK
# Bcl-2 Bim block – inhibitors of Bim-Bcl-2 interaction, human | P10415 | Bead-based flow cytometry, Bim peptide-Bcl-2 binding | inhibition, % at 10 µM | actives 0.06% (n = 190,000); in the data active = inhibition above about 40%; inconclusive = no clear call, values can overlap the other calls;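 also: 0% = no compound wells with probe peptide and 100% = reference peptide inhibitor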
# An asterisk follows results filed as active; ? = inconclusive; . = not tested or not shown. Rule as the data show it, unless noted: active = inhibition above about 40%.
compound,RGS7-Gao reg,ABCB1 inh,GSH bead fluor,Bfl-1 Bim block,ABCG2 block,Bim-Bcl-W,RGS8-Gao reg,Bim-Bcl-B,RGS4-Gao reg,Bim-Bcl-XL,Bcl-2 Bim block
O=C(Nc1ccccc1C(F)(F)F)N1CCN(c2ccccn2)CC1,102.8,0.6,27,-8.0,1.1,0.0,106.6,-4.0,103.1,-2.0,0.0
CN(C)CCNc1oc(COc2ccc(Cl)cc2Cl)nc1C#N,106.2,0.2,18,1.0,1.0,-1.0,115.2,-1.0,107.5,1.0,-1.0
CCCc1nnc(NC(=O)Cn2c(=O)sc3ccccc32)s1,95.1,-0.1,5,-2.0,-0.3,4.0,103.1,-2.0,99.1,-2.0,-2.0
CCOC(=O)Cn1c(CN2CCOCC2)nc2c1c(=O)n(C)c(=O)n2C,99.2,-0.2,16,-3.0,-1.1,-7.0,100.3,-9.0,99.7,-11.0,-1.0
COc1cccc(CNC(=O)c2cnc(-c3ccccn3)nc2C(F)(F)F)c1,103.0,0.7,45,-10.0,4.2,-2.0,105.3,-8.0,102.6,2.0,-9.0
CCN(CC)CCNC(=O)c1ccc2c(=O)n(C3CCCC3)c(=S)[nH]c2c1,103.2,0.1,24,-16.0,21.6,-2.0,104.0,-9.0,103.8,-9.0,-8.0
COc1ccccc1CNC(=O)CN1CCN(S(=O)(=O)c2cccs2)CC1,?,0.6,12,-5.0,0.1,-3.0,95.9,-3.0,87.5,0.0,-1.0
C/C(=C\C(=O)C(F)(F)F)Nc1ccc(C(F)(F)F)cc1,97.2,0.0,20,1.0,1.9,4.0,100.3,-1.0,95.0,1.0,0.0
CCCn1c(=O)c(Cc2ccccc2)c(O)c2ccccc21,97.4,0.0,28,-3.0,-1.5,-2.0,100.8,0.0,96.2,-3.0,-3.0
COCCCNC(=O)CN(CCc1ccccc1)S(=O)(=O)c1ccc(C)cc1,104.5,1.5,13,-6.0,3.3,-10.0,99.5,-5.0,101.4,-6.0,-1.0
CCOc1ccc(C(=O)Nc2ccc(Cc3ccncc3)cc2)cc1Br,99.0,-0.1,12,-3.0,0.4,0.0,101.2,-2.0,101.7,0.0,0.0
Cn1c(=O)c2c(SCc3c(F)cccc3Cl)nc(CC(C)(C)C)nc2n(C)c1=O,99.2,0.7,16,-2.0,3.0,-2.0,98.1,-2.0,97.0,-8.0,0.0
CCOCCCNC(=S)N1C2CCC1CC(NC(=O)NC13CC4CC(CC(C4)C1)C3)C2 (configuration not stated),97.4,0.2,56,-11.0,0.5,0.0,104.8,-12.0,103.7,-15.0,-7.0
Cc1ccc(NC(=O)COC(=O)C(NS(=O)(=O)c2ccc(Cl)cc2)C(C)O)cc1C (configuration not stated),98.5,0.0,8,-3.0,2.4,-2.0,101.4,-2.0,98.2,-7.0,-7.0
CCn1c(SCC(=O)Nc2ccc(OC)c(OC)c2)nnc1-c1cccs1,99.7,1.2,22,-20.0,49.8,1.0,99.3,-10.0,101.0,-10.0,-11.0
O=C(NCc1ccccn1)Nc1ccc2c(c1)OCO2,102.8,0.7,10,-13.0,4.4,3.0,101.2,-9.0,101.3,-6.0,-7.0
C(/C=C/c1ccccc1)=N/N1CCN(c2ccccc2)CC1,98.5,-0.2,36,-14.0,4.6,0.0,98.9,-9.0,98.4,-2.0,-7.0
Nc1c(NCCN2CCCCC2)c2ccccc2oc1=O,95.8,0.0,16,0.0,1.4,-5.0,92.6,0.0,93.3,-5.0,0.0
COCCSc1ccccc1C(=O)Nc1cc(C)cc(C)c1,?,1.5,14,-3.0,9.3,-2.0,99.0,-5.0,101.1,-1.0,0.0
O=C(O)C1CCN(c2ncccn2)CC1,102.0,0.2,20,-2.0,0.8,0.0,103.5,0.0,104.8,0.0,-6.0
CCCCNC(=O)CC1N=C2c3ccccc3N=C(SCC(=O)Nc3cccc(OC)c3)N2C1=O (configuration not stated),101.5,.,18,-13.0,.,-1.0,101.1,-4.0,103.4,-1.0,0.0
COc1ccc(NC(=O)CSc2c3c(nc4cc(Cl)ccc24)CCCC3)cc1OC,103.2,14.2,15,3.0,18.4,0.0,104.6,-8.0,104.5,-5.0,-4.0
Fc1ccccc1N1CCN(C(c2ccccn2)c2nnnn2C2CCCCC2)CC1 (configuration not stated),97.7,0.5,29,2.0,5.5,0.0,95.4,-1.0,100.4,-1.0,0.0
O=c1c2ccccc2nc(N/N=C/c2c(O)ccc3ccccc23)n1O,101.0,-0.8,25,0.0,-2.7,-1.0,93.5,-27.0,92.2,4.0,-12.0
CCC(CO)N=CC1=C(O)C(C(=O)c2ccccc2)CCC1=O (configuration not stated),98.3,0.4,32,-19.0,22.1,-3.0,100.7,-9.0,101.5,-5.0,-10.0
O=c1cc(N2CCCC2)[nH]c(=O)n1-c1ccc(Cl)cc1,99.5,-0.5,24,-1.0,-2.5,-3.0,98.9,-9.0,100.4,-3.0,0.0
O=C(Nc1ccc2c(c1)OCCO2)c1cc2ccccc2o1,97.0,-0.4,14,-5.0,-0.3,-3.0,102.0,-7.0,100.2,-3.0,-1.0
O=C(OCc1cncs1)c1cccs1,100.0,0.3,14,-3.0,9.8,0.0,103.3,0.0,102.5,-1.0,1.0
Cc1cccc(C)c1OCC(O)Cn1ccnc1C (configuration not stated),98.5,0.4,22,-10.0,1.4,0.0,102.3,-8.0,97.4,-1.0,-8.0
CCCNC(=O)CCC(=O)Nc1ncc(-c2ccc(C)cc2)n1C,105.9,0.4,19,0.0,1.4,-6.0,105.2,-4.0,107.1,-2.0,-1.0
CCN(CC)S(=O)(=O)c1cnccc1N1CCN(c2cccc(Cl)c2)CC1,97.6,1.3,10,-2.0,2.2,-3.0,101.6,-4.0,100.6,-6.0,-2.0
CC(=O)N1CCN(c2cc3c(cc2F)c(=O)c(C(=O)O)cn3C2CC2)CC1,94.1,-0.2,71,-3.0,-1.3,-1.0,91.5,2.0,85.4,-1.0,-1.0
COc1cc2c(cc1OC)CN(C(=S)Nc1c(C)cccc1C)CC2,96.8,0.6,17,0.0,-0.2,-14.0,101.7,-17.0,100.1,-18.0,4.0
Cc1nn(C(=O)c2ccco2)c(C)c1Sc1ccc(Cl)cc1,98.8,0.2,14,-11.0,0.2,-4.0,104.6,-5.0,104.9,-4.0,-6.0
CCCCNC(=S)N(C)/N=C/c1ccc(OCC(=O)Nc2c(C)cc(C)cc2C)c(OC)c1,99.0,1.3,9,-10.0,8.1,-3.0,100.5,-7.0,102.9,-4.0,-3.0
COC(=O)COc1ccc(NS(=O)(=O)c2cccc([N+](=O)[O-])c2)cc1,101.7,1.0,19,-5.0,7.1,3.0,102.8,-1.0,102.0,0.0,-6.0
COc1ccc(OC)c(NC(=O)COc2ccc(S(=O)(=O)NC(C)C)cc2)c1,102.1,1.2,22,-10.0,52.8,2.0,100.1,-5.0,101.8,-3.0,-7.0
CCOc1ccc(NC(=O)CSc2ncnc3c2sc2ccccc23)cc1,101.9,-0.2,9,-11.0,-5.0,-5.0,101.7,-4.0,102.8,-10.0,-10.0
Fc1ccc(Oc2nc(-c3ccccc3)nnc2C(F)(F)F)cc1,104.3,0.4,26,0.0,2.1,-3.0,98.1,0.0,105.7,0.0,-3.0
CSc1ccc(S(=O)(=O)NCc2ccccc2C)cc1,123.4,0.4,13,-7.0,-0.5,-1.0,114.7,-3.0,118.4,0.0,-2.0
CCOC(=O)Cn1c(=NC(=O)CSC(C)=O)sc2ccccc21,81.6,0.3,23,-7.0,2.2,1.0,87.0,-2.0,76.3,0.0,-6.0
Nc1cc(=O)[nH]n1C1CCN(c2ccccc2)CC1,107.6,0.4,9,-1.0,1.3,0.0,108.1,-1.0,113.8,-4.0,-2.0
COC(=O)c1sccc1NC(=O)c1c(C)noc1C,97.0,0.6,10,1.0,7.3,0.0,95.6,0.0,96.7,1.0,1.0
CC(O)CNCCCOc1cccc(C(F)(F)F)c1 (configuration not stated),97.4,-0.1,11,-5.0,-0.1,0.0,101.9,-3.0,100.1,0.0,0.0
Cc1cc(C)c2nc3nc(C)c(C)cc3c(N)c2c1,99.2,0.1,20,-5.0,11.4,1.0,100.3,30.0,101.1,6.0,1.0
CCCCOc1ccc(-c2nnn(CCC(=O)N3CCOCC3)n2)cc1,101.8,0.2,17,-7.0,16.4,-6.0,102.2,-3.0,101.4,-8.0,-6.0
COc1cc2cc(CN(CCO)S(=O)(=O)c3ccccc3Cl)c(=O)[nH]c2cc1OC,101.9,1.2,25,-19.0,17.4,-3.0,98.8,-11.0,98.5,-7.0,-9.0
Cc1[nH]c(=O)[nH]c(=O)c1S(=O)(=O)N(C)Cc1ccccc1,89.6,0.0,13,-3.0,0.2,-7.0,92.1,-8.0,92.5,-5.0,-6.0
Cc1cc(OC(C)C)nc(NCc2ccccc2)n1,103.2,1.5,9,-1.0,6.3,0.0,101.5,-2.0,102.2,0.0,-1.0
CC1CN(C(=O)COC(=O)c2ccc(Cl)nc2)CC(C)O1 (configuration not stated),?,0.4,17,-9.0,0.2,-3.0,101.7,-10.0,99.3,-4.0,-8.0

# Next structures
compound,RGS7-Gao reg,ABCB1 inh,GSH bead fluor,Bfl-1 Bim block,ABCG2 block,Bim-Bcl-W,RGS8-Gao reg,Bim-Bcl-B,RGS4-Gao reg,Bim-Bcl-XL,Bcl-2 Bim block
O=c1nc(/C=C/c2cccn2-c2ccc([N+](=O)[O-])cc2)cc(C(F)(F)F)[nH]1,115.6,-1.0,13,4.0,-0.2,2.0,110.2,5.0,97.2,-4.0,3.0
O=C(N/N=C\c1ccccn1)C1c2ccccc2Oc2ccccc21,97.2,0.6,21,-2.0,1.3,-8.0,101.9,-2.0,98.7,-4.0,-5.0
O=C(/C=C/c1ccccc1Cl)Nc1ccncc1,100.0,0.4,38,-17.0,10.6,-1.0,104.1,-13.0,100.1,-7.0,-7.0
Cc1nc(N2CCOCC2)c2c3c(sc2n1)CCC3,106.2,0.7,11,-7.0,4.1,-1.0,101.2,-4.0,98.5,-3.0,-5.0
Cc1c(NC(NC(=O)CC(C)C)C(Cl)(Cl)Cl)c(=O)n(-c2ccccc2)n1C (configuration not stated),97.2,-0.1,11,-7.0,0.2,0.0,98.6,-6.0,98.8,-2.0,-7.0
O=C(NNS(=O)(=O)c1ccc(F)c(Cl)c1)c1cccc(S(=O)(=O)N2CCOCC2)c1,91.0,-0.7,17,-8.0,-6.4,-3.0,91.5,-8.0,93.1,-6.0,-17.0

# For reference, part of the list above.
compound,RGS7-Gao reg,ABCB1 inh,GSH bead fluor,Bfl-1 Bim block,ABCG2 block,Bim-Bcl-W,RGS8-Gao reg,Bim-Bcl-B,RGS4-Gao reg,Bim-Bcl-XL,Bcl-2 Bim block
O=c1nc(/C=C/c2cccn2-c2ccc([N+](=O)[O-])cc2)cc(C(F)(F)F)[nH]1,115.6,-1.0,13,4.0,-0.2,2.0,110.2,5.0,97.2,-4.0,3.0
O=C(N/N=C\c1ccccn1)C1c2ccccc2Oc2ccccc21,97.2,0.6,21,-2.0,1.3,-8.0,101.9,-2.0,98.7,-4.0,-5.0
